M. tuberculosis GlmU: inhibition of mycobacterial GlmU enzyme – biochemical, glucosamine-1-phosphate acetyltransferase (AID 1376); Bifunctional protein GlmU (Mycobacterium tuberculosis (strain ATCC 25618 / H37Rv)); hit rate 0.25% among 220,000; M. tuberculosis GlmU acetyltransferase enzyme assay; higher % means a stronger effect; inhibition, %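 (tested at 30 µM in the primary screen)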, or IC50 in µM where a hit was titrated; in the data active = inhibition above about 13%;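 also: 0% = complete reaction with vehicle and 100% = reaction without substrate; strong numbers were not always called active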
Mtb RmlCD inh: M. tuberculosis RmlC/RmlD coupled enzyme inhibitors, primary screen, biochemical, compound mixtures, 384-well, from 1536-well plates | inhibition, % at 3.6 µM | dTDP-4-dehydrorhamnose reductase (Mycobacterium tuberculosis (strain ATCC 25618 / H37Rv)) … | hit rate 0.03% among 160,000 | AID 1533, 2009 | RmlC+RmlD coupled enzyme assay, percent inhibition; primary screen in compound mixtures; in the data active = inhibition mostly above about 34%, no sharp cut-off; also: some results filed as inactive read as strong as hits
Target sequence (P9WH09 whole entry, looked up): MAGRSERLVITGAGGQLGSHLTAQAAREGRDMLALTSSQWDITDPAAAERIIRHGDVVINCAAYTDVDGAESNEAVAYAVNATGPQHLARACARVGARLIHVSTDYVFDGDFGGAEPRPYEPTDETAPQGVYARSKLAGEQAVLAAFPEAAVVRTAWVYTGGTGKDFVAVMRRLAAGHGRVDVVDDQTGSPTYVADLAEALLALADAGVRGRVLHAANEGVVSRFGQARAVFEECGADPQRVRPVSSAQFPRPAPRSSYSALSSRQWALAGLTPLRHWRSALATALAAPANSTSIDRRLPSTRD
Target sequence (P9WH11 whole entry, looked up): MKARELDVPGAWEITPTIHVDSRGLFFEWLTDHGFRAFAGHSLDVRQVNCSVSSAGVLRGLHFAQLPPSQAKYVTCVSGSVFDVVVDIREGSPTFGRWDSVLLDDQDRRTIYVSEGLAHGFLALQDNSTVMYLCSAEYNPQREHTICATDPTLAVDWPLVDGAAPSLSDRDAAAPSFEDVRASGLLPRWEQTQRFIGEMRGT
Numbers without * were called inactive; x = no result given; & = joins results of further samples. An excerpt (hit frequency here may not be typical).

Below each compound: M. tuberculosis GlmU	Mtb RmlCD inh
- Cc1cc(Nc2nc3ccccc3[nH]c2=O)n(-c2ccccc2)n1
    -1.6%	-7.2
- NC(=O)c1ccsc1NC(=O)COC(=O)COc1ccccc1F
    0.6%	23.8
- CCc1nnc(NC(=O)CSc2nnc(-c3cccnc3)n2C)s1
    4.6%	-7.5
- CCOC(=O)C1=C(O)/C(=C/c2ccc(OCC(=O)O)c(OCC)c2)SC1=Nc1ccc(OC)cc1
    2.9%	3.8
- CCOc1ccccc1OCCCC(=O)OCC(=O)Nc1cccc(Cl)c1
    4.2%	-8.0
- Nc1nc(N)c(C=Nc2ccc(Br)cc2)c(Nc2ccc(Br)cc2)n1
    2.3%	-34.8
- CCS(=O)(=O)Nc1cccc(C2=NN(S(=O)(=O)CC)C(c3ccccc3)C2)c1 (stereo unspecified)
    4.3%	-13.0
- N=c1sc2ccccc2n1-c1ccccc1
    1.5%	x
- Cc1cccc(NC(=S)N(CCN(C)C)Cc2cc3cc(C)cc(C)c3[nH]c2=O)c1
    -1.8%	-10.4
- CCOc1ccc(-n2c(SCc3ccc([N+](=O)[O-])cc3)nnc2-c2ccccc2)cc1
    0.2%	-13.0
- CN(C1CCCCC1)S(=O)(=O)c1ccc2c(c1)c(=O)c(C(=O)NCCN1CCCC1)cn2C
    -5.3%&-5.4%	x
- CN(C)c1ccc(NC(=S)N2CCN(c3ncc(C(F)(F)F)cc3Cl)CC2)cc1
    3.4%	9.4
- CCOC(=O)c1c(C)[nH]c(C(=O)OCC(=O)N2CCc3ccccc32)c1C
    x	11.9
- O=C(Nc1nc2ccc(S(=O)(=O)N3CCCCC3)cc2s1)c1ccncc1
    0.7%	x
- O=C(CSc1ccc2c(c1)OCCO2)NCc1ccco1
    3.2%	x
- COc1ccccc1NS(=O)(=O)N(C)C
    0.8%	x
- COc1ccc(-n2c(=O)c3ccccc3n(CC(=O)Nc3cccc(OC)c3)c2=O)cc1
    -3.0%	-5.2
- CCOc1ccc(C(=O)Nc2cc(C)on2)cc1
    -2.4%	-5.1
- Nc1nonc1C(=O)NCCNCc1c(OCc2ccccc2F)ccc2ccccc12
    1.6%	32.2
- COCCn1c(SCC(=O)Nc2nnc(C)s2)nnc1-c1c[nH]c2ccccc12
    6.0%	11.0
- COc1cc2c(=O)n(-c3ccc(C)cc3)c(=O)n(CC(=O)c3ccc4c(c3)OCO4)c2cc1OC
    -5.8%	x
- CC(=O)Nc1ccc(NC(=S)Nc2ccccc2)cc1
    2.2%	x
- CC(C)c1ccc(NC(=O)CCNS(=O)(=O)c2cccc3nonc23)cc1
    -3.3%	x
- Cc1c(Cc2ccccc2)c(=O)oc2c(C)c(OCc3nn[nH]n3)ccc12
    -4.3%	4.2
- CC(CN(C)Cc1ccccc1)OC(=O)C1COc2ccccc2O1 (stereo unspecified)
    -4.0%	x
- CC(Nc1nc(-c2ccc(F)cc2)cs1)c1nc2cc(C(F)(F)F)ccc2n1CCCO (stereo unspecified)
    -1.1%	x
- CCCCOc1ccc(C2C(=O)N(C3CCCCC3)CC(=O)N2CC2CCCO2)cc1 (stereo unspecified)
    -3.6%	x
- CC(N)C(=O)c1ccco1 (stereo unspecified)
    0.2%	x
- CSc1nc(-c2ccccc2)nn1C(=O)c1ccc(C)cc1
    -1.8%	5.5
- O=S(=O)(Nc1nnc(-c2ccccc2)s1)c1ccc(Cl)cc1
    -2.5%	11.7
- CCOc1ccc(-n2c(Cc3cc(=O)[nH]c(=O)[nH]3)nnc2SC(C)C)cc1
    2.8%	x
- COc1ccc(CCN(Cc2cc3ccc(C)cc3[nH]c2=O)C(C)=O)cc1OC
    4.2%	0.8
- CC1Cc2ccccc2N1C1=CC(=O)CCC1 (stereo unspecified)
    -3.3%	2.1
- COCc1nc(-c2ccc(-c3ccc(OC)cc3)nc2OC)no1
    2.0%	0.7
- Cc1noc2ncnc(N3CCCCC3)c12
    -0.5%	4.5
- O=C(CCn1c(=O)oc2ccccc21)Nc1ccc2c(c1)OCCO2
    -2.1%	x
- O=C(c1cccs1)n1nc(-c2cccnc2)nc1NCc1ccco1
    2.8%	4.4
- Cc1c(NC(=S)NC(NC(=O)CC(C)C)C(Cl)(Cl)Cl)c(=O)n(-c2ccccc2)n1C (stereo unspecified)
    -3.9%	0.7
- O=C(/C=C/c1ccc([N+](=O)[O-])cc1)NCCc1ccccc1
    2.0%	5.3
- COC(=O)C1CCN(C(=O)COC(=O)CC(NC(C)=O)c2ccccc2)CC1 (stereo unspecified)
    2.6%	x
- CC(C)CN(C(=O)CN1CCN(c2cccc(Cl)c2)CC1)c1c(N)n(CC(C)C)c(=O)[nH]c1=O
    0.4%	12.2
- Cc1ccc(N(Cc2cc3ccccc3[nH]c2=O)S(C)(=O)=O)cc1
    7.8%	6.0
- O=C(COc1ccccc1)Nc1nnc(-c2ccccc2)o1
    3.5%	-11.2
- CC1CCC2C(=O)N(c3ccc(Cc4ccncc4)cc3)C(=O)C2C1 (stereo unspecified)
    2.5%	x
- COc1ccccc1CNC(=O)C(NC(=O)c1ccccc1)C(C)C (stereo unspecified)
    -0.5%	3.6
- C=CCNC(=O)c1ccccc1NC(=O)c1ccc(Cl)c(S(=O)(=O)Nc2ccccc2)c1
    2.5%	x
- Cc1ccnc2nc(C(=O)N3CCN(S(=O)(=O)c4ccccc4)CC3)nn12
    0.3%	-3.3
- Cc1cccc(CSc2cn(CC(=O)N3CCOCC3)c3ccccc23)c1
    5.3%	13.7
- O=C(C1CCC1)N1CCc2cc(S(=O)(=O)Nc3ccc4c(c3)OCO4)ccc21
    -1.7%	-3.1
- Cc1ccc2cc(N)ccc2n1
    -0.3%	-9.2

As a short view, 4 of the compounds above.
Below each compound: M. tuberculosis GlmU	Mtb RmlCD inh
- CC(C)CN(C(=O)CN1CCN(c2cccc(Cl)c2)CC1)c1c(N)n(CC(C)C)c(=O)[nH]c1=O
    0.4%	12.2
- Cc1ccc(N(Cc2cc3ccccc3[nH]c2=O)S(C)(=O)=O)cc1
    7.8%	6.0
- O=C(COc1ccccc1)Nc1nnc(-c2ccccc2)o1
    3.5%	-11.2
- CC1CCC2C(=O)N(c3ccc(Cc4ccncc4)cc3)C(=O)C2C1 (stereo unspecified)
    2.5%	x

(further entries)
Below each compound: M. tuberculosis GlmU	Mtb RmlCD inh
- CCOc1ccc(NC(=O)C2CCCN(C(=O)NCc3ccccc3)C2)cc1 (stereo unspecified)
    -1.8%	x
- O=C(CN1CCCCC1)N1c2ccccc2Sc2ccc(C(F)(F)F)cc21
    -1.1%	x
- C(=N\Nc1nc(Nc2ccccc2)nc(Nc2ccccc2)n1)/c1ccncc1
    1.4%	-14.1
- COCCCNC(=S)N1CCC(NC(=O)Nc2ccc(C)cc2)CC1
    -1.1%	37.6
- COc1cccc(C(=O)CN(C(=O)c2ccc(Cl)c(Cl)c2)N2C(=O)c3ccccc3C2=O)c1
    0.0%	-2.1
- CC(C)C(c1nnnn1Cc1ccccc1)N1CCc2ccccc2C1 (stereo unspecified)
    -1.8%	x
- COc1ccc(Nc2nc(-c3cccs3)nc3ccccc23)c(OC)c1
    -4.8%	-9.2
- COc1ccc(Nc2cc(C)nc3nc(C)nn23)cc1Cl
    3.7%	2.3
- CCc1cccc(CC)c1NC(=O)COC(=O)Cc1ccsc1
    0.8%	-40.2
- CCCCN(C)C(=O)C1CCN(Cc2ccc(OCc3ccccc3)cc2)CC1
    -6.1%	x
- O=C(O)C1Cc2[nH]cnc2C(c2cccc([N+](=O)[O-])c2)N1 (stereo unspecified)
    2.3%	-5.6
- CC1CCN(c2ccc(C(=O)Nc3ccc4c(c3)OCO4)cc2[N+](=O)[O-])CC1
    4.8%	-32.4
- O=C(c1ccc(F)cc1)N1CCCC(c2nc(-c3cccs3)no2)C1 (stereo unspecified)
    -0.5%	1.4
- Cc1cccc(NC(=S)N(CCCN2CCOCC2)Cc2ccccn2)c1
    2.2%	-13.7
- O=C(CN1CCOCC1)Nc1ncc(Br)cc1Br
    0.9%	2.4
- CCC(CC)c1nnc(NC(=O)COc2ccc3c(C)cc(=O)oc3c2)s1
    -1.4%	16.7
- C=COCCNC(=O)C1CC(=O)N(c2ccc(C)cc2)C1 (stereo unspecified)
    1.9%	2.5
- O=C(NC(=S)NCC1CCCO1)c1ccc(Br)o1 (stereo unspecified)
    0.2%	-3.1
- Fc1ccc(Cn2c(SCc3ccc(F)c(C(F)(F)F)c3)nnc2C(F)(F)F)cc1
    4.0%	-12.3
- O=C(NCCN1CCN(c2ccccc2F)CC1)c1cccn2c(=O)c3ccccc3nc12
    4.2%	45.5
- CC(C)c1ccccc1N1CC(C(=O)O)CC1=O (stereo unspecified)
    0.2%	-3.6
- NC(=O)c1ccc(NC(=O)COC(=O)c2c3c(nc4ccccc24)/C(=C\c2ccc4c(c2)OCO4)CCC3)cc1
    -6.6%	-6.7
- COC(=O)Cc1c(C)c2ccc(OCC(=O)N3CCOCC3)cc2oc1=O
    0.3%	-4.8
- COc1ccc(OC)c(S(=O)(=O)Nc2ccc(C(C)=O)cc2)c1
    2.1%	-6.3
- Cc1ccc(NC(=O)C(=O)NCCN2CCN(Cc3ccc([N+](=O)[O-])cc3)CC2)cc1
    -3.1%	x
- O=C(CSc1ccc(Cl)cc1)Nc1ccc(NC(=O)c2ccco2)cc1
    -0.2%	-2.2
- Cc1cc(C)c2c(c1)-c1c(ssc1=S)C(C)(C)N2C(=O)CSc1nncn1C
    8.0%	x
- Cc1ccc(S(=O)(=O)N2CCOCC2)cc1C(=O)Nc1ccc2c(c1)CCC2
    -4.5%	x
- COc1ccc(CNC(=O)c2cc(-c3ccco3)on2)cc1
    2.0%	7.5
- COc1ccc(OCC(=O)OCC(=O)NCc2ccco2)cc1
    -2.3%	6.7
- C/C(CC(=O)Nc1cccc(C(F)(F)F)c1)=N\NC(=O)C(=O)NCC(C)C
    4.3%	x
- COc1ccc(Oc2nc3ccccc3nc2C(F)(F)F)cc1
    -1.1%	-10.4
- COC(C[C@@H]1O[C@H]1[C@H](O)[C@@H](C)OCc1ccccc1)OC
    11.7%	x
- COc1cccc(-c2nn[nH]n2)c1O
    -3.1%	-7.8
- CC1(C)CC(N2CN(C3CCCCC3)CC2=O)CC(C)(C)N1
    0.6%	15.4
- Cc1ccc(C2C(C=Nc3c(C)n(C)n(-c4ccccc4)c3=O)=C(c3ccccc3)Oc3ccccc32)cc1 (stereo unspecified)
    1.8%	13.8
- Cc1nc(Nc2ccc(C(=O)O)cc2)sc1-c1ccccc1
    -5.8%	x
- CCOC(=O)Nc1ccc2nc(N3CCCCCC3)sc2c1
    0.7%	x
- Cc1ccc(-n2ncc3c(NCc4cccnc4)ncnc32)c(C)c1
    -0.8%	x
- Cc1ccc(S(=O)(=O)Oc2ccccc2/C=C2/SC(=O)NC2=O)cc1
    10.5%	-5.7

Whole records as entered above. Values in the order: M. tuberculosis GlmU, Mtb RmlCD inh
`Cc1ccc(C2C(C=Nc3c(C)n(C)n(-c4ccccc4)c3=O)=C(c3ccccc3)Oc3ccccc32)cc1` (stereo unspecified) is listed as 1.8%, 13.8
`CCOC(=O)Nc1ccc2nc(N3CCCCCC3)sc2c1` is listed as 0.7%, x

Going on with the list:
Below each compound: M. tuberculosis GlmU	Mtb RmlCD inh
- O=C(NCCNC(=O)C(F)(F)F)c1ccncc1
    -0.3%	x
- Cc1nn(CC(=O)OC(C)C(=O)Nc2ccccc2[N+](=O)[O-])c(C)c1[N+](=O)[O-] (stereo unspecified)
    0.3%	-4.4
- O=C(COc1cccc2ccccc12)NNC(=O)C1CCCO1 (stereo unspecified)
    -3.1%	x
- COc1cc(C(=O)OC2CC3CCC2(C)C3(C)C)ccc1OC(C)=O (stereo unspecified)
    -2.8%	-4.7
- OC(CNc1ccccc1)COc1ccc(OCC(O)CNc2ccccc2)cc1 (stereo unspecified)
    1.2%	x
- COC(=O)c1sc(NC(=O)C2CCCO2)c(C(=O)OC)c1C (stereo unspecified)
    2.9%	x
- CCOC(=O)N1CCN(c2c(NCCN3CCN(c4ccccc4F)CC3)c(=O)c2=O)CC1
    -7.0%	x
- Cc1ccc(S(=O)(=O)N2CCOCC2)cc1NC(=O)CSc1nc(N)cc(=O)[nH]1
    1.4%	11.0
- CCOc1ccc2nc(CN3CCN(Cc4ccsc4)C(CCO)C3)ccc2c1 (stereo unspecified)
    1.5%	8.7
- O=C(Nc1ccc(O)cc1)c1c(O)c2c([nH]c1=O)CCCC2
    3.2%	-18.6
- O=C(O)c1ccc(Cl)c(N2C(=O)Nc3ccccc3N2O)c1
    -0.4%	-10.5
- O=C1C(Cl)=C(Nc2ccccc2O)C(=O)N1c1ccccc1
    42.6%*	x
- Cc1ccccc1C(=O)NC(C)c1ccc2c(c1)CCCC2 (stereo unspecified)
    -1.0%	x
- O=C(c1sc2ccccc2c1Cl)N(Cc1ccccc1Cl)C1CCS(=O)(=O)C1 (stereo unspecified)
    -0.8%	-6.9
- O=C(CNC(=O)c1ccc(Cl)cc1)N/N=C/C=C/c1ccccc1
    -7.9%	30.8
- CC1=C(C(N)=O)C(c2cccc(OCc3ccccc3)c2)n2nnnc2N1 (stereo unspecified)
    3.7%	2.3
- Cc1cc(C)nc(N(C#N)CN2C(=O)c3ccccc3C2=O)n1
    3.9%	3.7
- COc1ccc(/C=C/C(=O)NC2CCCCCC2)cc1S(=O)(=O)N1CCOCC1
    -3.7%	4.2
- COC(=O)c1cc(C#N)c(OC)nc1C
    8.3%	-10.3
- COc1ccc(-c2csc(NCCc3nc4cc(Cl)c(N5CCCCC5)cc4n3CCOCCO)n2)cc1
    -1.9%	x
- NC(=O)COC(=O)c1cc([N+](=O)[O-])ccc1NCCO
    x	-2.8
- CC(=O)CC(=O)Nc1ccn(-c2ccccc2)n1
    -7.3%	10.5

Screens: PubChem, several laboratories
